RGS4 inh: Inhibitors of Regulator of G Protein Signaling (RGS) 4: qHTS; Transcreener GDP fluorescence polarization, RGS4-accelerated GTP hydrolysis; Regulator of G-protein signaling 4 (Homo sapiens), P49798; Potency, µM (doses to about 114 µM), inactives show top-dose activity change, negative = inhibition, actives largely listed as inhibitors; AID 504845, 2011; actives 0.039% (n = 390,000); further: potency means the concentration at half of the fitted maximal effect; on the % scale 0 is the no-effect control and ±100 the full control effect; nearly all actives have a fitted effect of over 75% in size; some results filed as inactive show a strong effect at the top dose
Target sequence (P49798 whole entry, looked up): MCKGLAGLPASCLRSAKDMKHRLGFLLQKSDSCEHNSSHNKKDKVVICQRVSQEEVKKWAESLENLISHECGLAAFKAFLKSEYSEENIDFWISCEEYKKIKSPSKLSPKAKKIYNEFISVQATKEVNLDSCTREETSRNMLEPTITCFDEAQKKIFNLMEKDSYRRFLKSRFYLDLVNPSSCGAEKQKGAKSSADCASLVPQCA
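MLSMR compounds (23 nl, pin-transferred) preincubated 10 min at room temperature with a 500nM (2x) first reagent, then RGS4 at 900nM (2x) plus Transcreener GDP mix added; fluorescence polarization (620/688 nm) read before and after 90 min at 30 °C.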
Glioma ERSR ind: qHTS for Inducers of the Endoplasmic Reticulum Stress Response (ERSR) in Human Glioma: qHTS; U87-MG GRP78 promoter luciferase reporter, 16 h; Potency, µM, for the others: at the highest dose activation, most hits filed as activators; actives 0.02% (n = 420,000); AID 602332, 2012; further: potency means the concentration at half of the fitted maximal effect; series mostly up to about 76 µM; % of control where 0% means no effect; nearly all actives have a fitted effect of over 35% in size
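Stably transfected U87-MG glioma cells carrying a GRP78-based luciferase sensor; 16 h compound incubation. Luminescence end-point read 10 min after Bright-Glo addition at room temperature.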
rTrxR1 inhibitor: qHTS Assay for Inhibitors of Mammalian Selenoprotein Thioredoxin Reductase 1 (TrxR1): qHTS; Potency, µM (top dose mostly 114 µM), for inactives: top-dose activity change, negative = inhibition, actives largely listed as inhibitors; actives 1% (n = 390,000); recombinant rTrxR1, NADPH fluorescence consumption, selenite substrate; Thioredoxin reductase 1, cytoplasmic (Rattus norvegicus), O89049; further: potency means the concentration at half of the fitted maximal effect; on the % scale 0 is the no-effect control and ±100 the full control effect; nearly all actives have a fitted effect of over 65% in size
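Rat TrxR1 (90 nM in the dispensed reagent) was pre-reduced with 400 uM NADPH for 5 min at room temperature, then incubated with compound for 15 min. After 400 uM selenite was added, NADPH fluorescence (Ex 340/Em 450 nm) was followed for 8 min.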
LDHA inh: qHTS assay for inhibitors of human lactate dehydrogenase; L-lactate dehydrogenase A chain (Homo sapiens), P00338; activity change, % (values are at about 110 or 230 µM); purified LDHA, NADH/diaphorase-resazurin fluorescence; stronger effect = lower value; actives 0.15% (n = 480,000); AID 1347041, 2019; in the data active means activity change below about -30%;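 further: plate controls were DMSO wells for no effect and wells without enzyme for full effect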
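Remaining NADH was detected by diaphorase (0.133 mg/mL) converting 37 µM resazurin to fluorescent resorufin, read at 0 and 20 minutes. The preceding 5-minute room-temperature reaction used 2 nM LDHA, 0.2 mM sodium pyruvate and 0.06 mM NADH at pH 7.4.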
Vif-APOBEC3G blk: qHTS for Inhibitors of Vif-A3G Interactions: qHTS. DNA dC->dU-editing enzyme APOBEC-3G (Homo sapiens), Q9HC16. HeLa A3G-eYFP + Vif (tagged APOBEC3G with the HIV-1 protein that degrades it), YFP fluorescence, overnight. Potency, µM (series often up to 46.1 µM), inactives show at the highest dose activity, negative = active, usual class: inhibitors. actives 0.076% (n = 410,000);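 further: potency means the concentration at half of the fitted maximal effect; on the % scale 0 is the no-effect control and ±100 the full control effect; nearly all actives have a fitted effect of over 60% in size; hits raise eYFP signal because A3G escapes Vif-driven loss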
Target sequence (Q9HC16 whole entry, looked up): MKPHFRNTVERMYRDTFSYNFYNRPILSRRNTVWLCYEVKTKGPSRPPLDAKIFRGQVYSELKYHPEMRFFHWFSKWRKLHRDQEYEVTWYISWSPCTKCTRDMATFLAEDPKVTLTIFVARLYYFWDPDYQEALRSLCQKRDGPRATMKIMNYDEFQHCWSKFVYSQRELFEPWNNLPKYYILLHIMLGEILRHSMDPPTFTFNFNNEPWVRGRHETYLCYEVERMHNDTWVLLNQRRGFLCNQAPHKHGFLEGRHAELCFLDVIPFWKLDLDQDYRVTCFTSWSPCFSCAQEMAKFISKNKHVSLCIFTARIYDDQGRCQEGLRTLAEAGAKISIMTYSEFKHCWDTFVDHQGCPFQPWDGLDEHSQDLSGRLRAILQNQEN
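Read-out is eYFP fluorescence (Ex 488/Em 500-530) from Vif-expressing HeLa A3G-eYFP cells; more signal means A3G escaped Vif-mediated degradation. Cells plated overnight, compound pinned in, incubated overnight at 37 deg C.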
IDH1 R132H inh: qHTS for Inhibitors of mutant isocitrate dehydrogenase 1 (IDH1): qHTS | AID 602179, 2012 | Isocitrate dehydrogenase [NADP] cytoplasmic (Homo sapiens), O75874 | IDH1-R132H enzyme, NADPH consumption, diaphorase/resazurin fluorescence | actives 0.093% (n = 390,000) | Potency, µM (series often up to 76.6 µM), for the others: at the top dose activity change, negative = inhibition, usual class: inhibitors; further: potency means the concentration at half of the fitted maximal effect; on the % scale 0 is the no-effect control and ±100 the full control effect; nearly all actives have a fitted effect of over 65% in size
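IDH1-R132H (0.5 ug/mL dispensed) in pH 7.5 Tris buffer was preincubated 30 min with compound, then given a substrate mix of 0.016 mM NADPH and 2 mM alpha-KG for 80 min at room temperature; remaining NADPH was read by diaphorase/resazurin fluorescence.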
Vif-APOBEC3F blk: qHTS for Inhibitors of Vif-A3F Interactions: qHTS; HeLa A3F-eYFP + Vif (tagged APOBEC3F with the HIV-1 protein that degrades it), YFP fluorescence increase; Potency, µM (top dose mostly 46.1 µM), for the others: at the top dose activity, negative = active; actives 0.2% (n = 390,000); AID 602313, 2012; further: potency means the concentration at half of the fitted maximal effect; % of control where 0% means no effect; nearly all actives have a fitted effect of over 65% in size
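Fluorescence increase (Ex 488/Em 500-530) after overnight compound treatment at 37 deg C flags inhibition of Vif-driven A3F-eYFP loss in stable HeLa A3F-eYFP/Vif cells seeded overnight beforehand.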
TrxR1 substrate: qHTS Assay for Substrates of Mammalian Selenoprotein Thioredoxin Reductase 1 (TrxR1): qHTS | actives 0.01% (n = 390,000) | Thioredoxin reductase 1, cytoplasmic (Rattus norvegicus), O89049 | Potency, µM (titrated, usually from 114 µM), without a hit: top-dose activity change, negative = substrate turnover | AID 588456, 2011 | purified TrxR1 substrate turnover, NADPH consumption readout; further: potency means the concentration at half of the fitted maximal effect; on the % scale 0 is the no-effect control and ±100 the full control effect; nearly all actives have a fitted effect of over 50% in size
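Rat TrxR1, dispensed at 90 nM, was prereduced with 400 uM NADPH (final) for 5 min at ~22 deg C, then incubated with compound 15 min before 400 uM selenite. A first-read NADPH fluorescence drop versus no-compound background flagged substrates.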
USP1 inh: Inhibitors of USP1/UAF1: Primary Screen | Ubiquitin carboxyl-terminal hydrolase 1 (Homo sapiens), O94782 | recombinant USP1/UAF1, Ub-Rhodamine cleavage fluorescence | Potency, µM (highest dose often 57.1 µM), for the others: at the top dose activity change, negative = inhibition, hits mostly inhibitors | actives 0.23% (n = 390,000) | AID 743255, 2014; further: potency means the concentration at half of the fitted maximal effect; on the % scale 0 is the no-effect control and ±100 the full control effect; nearly all actives have a fitted effect of over 60% in size; inactives centre near -12
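USP1/UAF1 complex (1 nM) preincubated 15 min at room temperature with compound, then Ub-Rho substrate (150 nM final) added. Kinetic fluorescence at 480/540 nm over 6 reads at 60 s intervals; 50 mM HEPES pH 7.8, 0.5 mM EDTA, 0.1 mg/ml BSA, 1 mM TCEP, 0.01% Tween-20.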
An asterisk follows results filed as active; · = no result given; [ ] = another dose, or the depositor's remark. Unless noted, the call rests on the fitted dose curve; in most records, active means well fitted curve in the direction sought with a large enough effect; inconclusive means small, poorly fitted or top-dose-only effect, or another doubt; inactive means no such curve, though single readings can be large; an effect the other way counts as inactive or inconclusive. These rows are one share of the data (hit frequency here may not be typical).

Sample of the layout:
# | smiles | RGS4 inh | Glioma ERSR ind | rTrxR1 inhibitor | LDHA inh | Vif-APOBEC3G blk
1 | O=C(NCCCN1CCOCC1)c1ccc(NS(=O)(=O)c2cccc([N+](=O)[O-])c2)cc1 | -6% | -5% | -16% | -1 | 1%
2 | Cc1ccc(C(=O)C2=C(O)C(=O)N(CCCN(C)C)C23C(=O)N(C)c2ccccc23)o1 (stereo not drawn) | 11% | -1% | -28% | -1 | 1%
3 | Cc1ccc(C)c(S(=O)(=O)Nc2ccc(O)c3ccccc23)c1 | -13% | 2% | -3% | 44 | -17%
4 | O=C(/C=C/c1ccc(Cl)cc1)NC(=S)Nc1ccc(NC(=O)c2ccco2)cc1 | 25% | -4% | 8%[57.1 µM] | -11 | 1%

# | IDH1 R132H inh | Vif-APOBEC3F blk | TrxR1 substrate | USP1 inh
1 | 7% | 5% | -13% | -8%
2 | 2% | -9% | 0% | 12%
3 | 22% | 1% | -7% | -20%
4 | 4% | -7% | 8%[57.1 µM] | -1%

Results (from the top)
# | smiles | RGS4 inh | Glioma ERSR ind | rTrxR1 inhibitor | LDHA inh | Vif-APOBEC3G blk
1 | O=C(NCCCN1CCOCC1)c1ccc(NS(=O)(=O)c2cccc([N+](=O)[O-])c2)cc1 | -6% | -5% | -16% | -1 | 1%
2 | Cc1ccc(C(=O)C2=C(O)C(=O)N(CCCN(C)C)C23C(=O)N(C)c2ccccc23)o1 (stereo not drawn) | 11% | -1% | -28% | -1 | 1%
3 | Cc1ccc(C)c(S(=O)(=O)Nc2ccc(O)c3ccccc23)c1 | -13% | 2% | -3% | 44 | -17%
4 | O=C(/C=C/c1ccc(Cl)cc1)NC(=S)Nc1ccc(NC(=O)c2ccco2)cc1 | 25% | -4% | 8%[57.1 µM] | -11 | 1%
5 | Cc1ccc(NC(=O)CSc2nccn2Cc2ccco2)cc1 | 5% | 0% | -10% | -7 | -7%
6 | CC1CCCCN1C(=O)Cn1nnc(-c2cccnc2)n1 (stereo not drawn) | 8% | -3% | 6% | 9 | -4%
7 | COc1cc(OC)c(/C=N/NC(N)=S)cc1Br | -36% | 2% | 5% | -7 | -6%
8 | CC(C)OC(=O)CC1=NC(=O)CS1 | -5% | 1% | 20%[57.1 µM] | -4 | -8%
9 | CC1(C)c2ssc(=S)c2-c2ccccc2N1C(=O)CSC1=NCCS1 | -22% | -4% | -1% | -7 | 1%
10 | CSCC[C@H](NC(=O)Nc1ccccc1C)C(=O)O | -12% | 5% | 4% | 2 | 0%
11 | Cc1c(Cl)cnc(NC(=O)COC(=O)c2cccc(S(=O)(=O)N3CCOCC3)c2)c1Cl | · | -2% | · | 1 | 3%
12 | COc1cccc(CN(C)C[C@H]2OCc3cnnn3CCCC(=O)N([C@@H](C)CO)C[C@@H]2C)c1 | · | -2% | · | -8 | 2%
13 | C/C(=N/NC(=O)c1cc(C(C)C)[nH]n1)c1cccs1 | 7% | -8% | 6% | -1 | -1%
14 | Cc1ccc(S(=O)(=O)CCC(=O)OCC(=O)Nc2cc(S(=O)(=O)N3CCOCC3)ccc2Cl)cc1 | 16% | -4% | 2% | -7 | 2%
15 | C/C=C(/C)C(=O)O[C@@H]1[C@H](OC(=O)C=C(C)C)c2c(ccc3ccc(=O)oc23)OC1(C)C | 5% | -5% | 22%[57.1 µM] | -2 | 1%

# | IDH1 R132H inh | Vif-APOBEC3F blk | TrxR1 substrate | USP1 inh
1 | 7% | 5% | -13% | -8%
2 | 2% | -9% | 0% | 12%
3 | 22% | 1% | -7% | -20%
4 | 4% | -7% | 8%[57.1 µM] | -1%
5 | 9% | -18% | -10% | -11%
6 | 9% | -4% | 8% | -14%
7 | 6% | -4% | 0% | -17%
8 | 8% | -2% | 8%[57.1 µM] | 4%
9 | 3% | -1% | -8% | -12%
10 | 0% | 9% | 9% | -8%
11 | -5% | -2% | · | -13%
12 | -4% | 0% | · | -11%
13 | 6% | -12% | 3% | -4%
14 | -8% | -3% | -1% | -9%
15 | -4% | 5% | 11%[57.1 µM] | -9%

Continuation:
# | smiles | RGS4 inh | Glioma ERSR ind | rTrxR1 inhibitor | LDHA inh | Vif-APOBEC3G blk
16 | CO/N=C/NC(=O)c1c(OC)ccnc1Oc1ccccc1 | 15% | -1% | 33% | -10 | 0%
17 | Cc1cnc(C(=O)Nc2ccc(S(=O)(=O)NCC(C)C)cc2)cn1 | -8%[56.9 µM] | -1% | 28% | 0 | 1%
18 | O=C(COc1ncnc2cc([N+](=O)[O-])ccc12)NC(=O)NC1CCCCC1 | -19% | -4% | 14% | 4 | 1%
19 | Cc1ccc(Cn2c(CNS(=O)(=O)c3ccc(F)c(Cl)c3)nc3cccnc32)cc1 | -14% | -2% | 7%[57.1 µM] | 3 | -7%
20 | CC1=CC(c2ccccc2)n2nc(NC(=O)CCCC(=O)O)nc2N1 (stereo not drawn) | 18% | -5% | -44% | -8 | 2%

# | IDH1 R132H inh | Vif-APOBEC3F blk | TrxR1 substrate | USP1 inh
16 | 1% | -3% | 6% | -15%
17 | 8% | 6% | 6% | -16%
18 | 7% | -5% | 2% | -23%
19 | 4% | -14% | 1%[57.1 µM] | -16%
20 | -2% | 14% | 92% | -7%

Profiles, quoted from the list. Screens in order: RGS4 inh	Glioma ERSR ind	rTrxR1 inhibitor	LDHA inh	Vif-APOBEC3G blk	IDH1 R132H inh	Vif-APOBEC3F blk	TrxR1 substrate	USP1 inh
`CC1=CC(c2ccccc2)n2nc(NC(=O)CCCC(=O)O)nc2N1` (stereo not drawn) is listed as 18%	-5%	-44%	-8	2%	-2%	14%	92%	-7%
`CO/N=C/NC(=O)c1c(OC)ccnc1Oc1ccccc1` is listed as 15%	-1%	33%	-10	0%	1%	-3%	6%	-15%
`Cc1cnc(C(=O)Nc2ccc(S(=O)(=O)NCC(C)C)cc2)cn1` is listed as -8%[56.9 µM]	-1%	28%	0	1%	8%	6%	6%	-16%
`Cc1ccc(Cn2c(CNS(=O)(=O)c3ccc(F)c(Cl)c3)nc3cccnc32)cc1` is listed as -14%	-2%	7%[57.1 µM]	3	-7%	4%	-14%	1%[57.1 µM]	-16%

From PubChem BioAssay
